High-throughput results deposited in PubChem BioAssay by National Center for Advancing Translational Sciences (NCATS).
MBNL1-CUG inh – qHTS Assay for Inhibitors of MBNL1-poly(CUG) RNA binding; Potency, µM (series often up to 57.5 µM), without a hit: top-dose activity change, negative = inhibition, hits mostly inhibitors; AID 2675, 2010; 280,000 compounds, 0.036% hits; TR-FRET MBNL1-His/biotin-(CUG)12 binding, 665/545 ratio; active means well fitted inhibition curve with a large enough effect in the signal ratio, with a control signal flat, not every such curve was filed as active; inconclusive means small, poorly fitted or top-dose-only effect, or effect the other way, or a change in a side signal; inactive means no such curve, though single readings can be large or run the other way; the % refers to the signal ratio; further: on the % scale 0 is the no-effect control and ±100 the full control effect
Target sequence (Q9NR56 whole entry, looked up): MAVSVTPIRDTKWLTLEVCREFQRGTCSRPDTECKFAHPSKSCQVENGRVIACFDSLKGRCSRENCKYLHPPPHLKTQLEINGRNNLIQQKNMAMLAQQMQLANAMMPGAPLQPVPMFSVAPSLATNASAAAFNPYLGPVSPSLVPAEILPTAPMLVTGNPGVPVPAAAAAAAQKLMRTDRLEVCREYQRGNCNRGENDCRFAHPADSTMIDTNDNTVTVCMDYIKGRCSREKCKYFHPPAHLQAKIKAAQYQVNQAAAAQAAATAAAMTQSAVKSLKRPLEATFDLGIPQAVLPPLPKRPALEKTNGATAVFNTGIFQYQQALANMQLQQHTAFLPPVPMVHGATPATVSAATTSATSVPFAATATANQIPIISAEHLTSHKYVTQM
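Inhibition of protein-RNA binding appears as loss of TR-FRET between terbium anti-His antibody on MBNL1-His and streptavidin-XL665 on biotin-(CUG)12. Activity is normalized to buffer-only and uninhibited-complex controls.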
Gal4-VP16 FLuc – VP16 counterscreen qHTS for inhibitors of ROR gamma transcriptional activity; 310,000 compounds, 3.5% hits; Potency, µM (doses to about 53.6 µM), inactives show at the highest dose activity, negative = inhibition, most hits filed as inhibitors; Drosophila S2 Gal4-VP16 UAS-luciferase, luminescence, 20 h;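 further: Gal4-VP16 expression switched on by copper sulfate through the metallothionein promoter; on the % scale 0 is the no-effect control and ±100 the full control effect; nearly all actives have a fitted effect of over 50% in size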
BRCA1 expr up – qHTS Assay to Identify Small Molecule Activators of BRCA1 Expression; 380,000 compounds, 1.1% hits; MCF7-BRCA1-FFLuc reporter, luminescence, 48 h; response scale: scaled: vehicle 0%, 10 µM genistein 100%; Potency, µM (highest dose often 46.1 µM), inactives show at the highest dose activation, usual class: activators; further: nearly all actives have a fitted effect of over 80% in size; some results filed as inactive show a strong effect at the top dose
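Cells: MCF7-BRCA1-FFLuc, 2000/well. Exposure: 48 h, 37 °C, 5% CO2. Read: luminescence, 15 min post-substrate. Controls: genistein 10 microM (maximal activation), DMSO (neutral).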
RORgamma inh – qHTS for inhibitors of ROR gamma transcriptional activity. Drosophila S2 Gal4-RORgamma UAS-luciferase reporter, 20 h. Potency, µM (titrated, usually from 53.6 µM), inactives show top-dose activity change, negative = inhibition, most hits filed as inhibitors. Nuclear receptor ROR-gamma (Mus musculus), P51450. AID 2551, 2010. 310,000 compounds, 5.4% hits; further: on the % scale 0 is the no-effect control and ±100 the full control effect; nearly all actives have a fitted effect of over 60% in size
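Schneider cells (Drosophila), stable Gal4 DBD–ROR gamma + UAS-luc; 1 hr cmpd preincubation; Cu2+ induction 700 uM final; 20 hr ambient; luminescence.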
uPA generation – qHTS for Inhibitors of Cell Surface uPA Generation; cell surface uPA generation assay, qHTS; Potency, µM (top dose mostly 38.3 µM), without a hit: at the top dose activity change, negative = inhibition, actives largely listed as inhibitors; 330,000 compounds, 0.31% hits; active means well fitted inhibition curve with a large enough effect; inconclusive means small, poorly fitted or top-dose-only effect; inactive means no such curve, though single readings can be large or run the other way; tested in mouse RAW 264.7 cells; further: on the % scale 0 is the no-effect control and ±100 the full control effect; nearly all actives have a fitted effect of over 55% in size
Rab9 promoter act – qHTS Assay for Rab9 Promoter Activators; Huh7 Rab9 promoter-luciferase reporter, luminescence, 24 h; Potency, µM (series often up to 9.22 µM), without a hit: at the highest dose activation, negative = inhibition, hits mostly activators; 320,000 compounds, 2.8% hits; further: % of control where 0% means no effect; nearly all actives have a fitted effect of over 60% in size
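Cells were plated at 1500 per well in reduced-serum medium with 10% FBS and left 2 h. Compound in DMSO was then added for 24 h at 37 °C. Reporter signal was read by luminescence after 10 min with luciferase detection reagent.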
NPC1 promoter act – qHTS Assay for NPC1 Promoter Activators; Potency, µM (top dose mostly 9.22 µM), for the others: top-dose activation, most hits filed as activators; Huh7 NPC1 promoter luciferase reporter, 24 h; 320,000 compounds, 2.4% hits; AID 485313, 2010;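 further: % of control where 0% means no effect; nearly all actives have a fitted effect of over 60% in size; reporter is driven by a mutant NPC1 promoter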
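NPC1 promoter–luciferase Huh7 cells; 24 h compound; luminescence.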
ELG1 genotox – qHTS screen for small molecules that induce genotoxicity in human embryonic kidney (HEK293T) cells expressing luciferase-tagged ELG1 | Potency, µM (series often up to 46 µM), without a hit: at the highest dose activity change, positive = activation, usual class: activators | AID 504466, 2011 | HEK293T ELG1-luciferase reporter, luminescence, 16 h | 330,000 compounds, 1.3% hits; further: % of control where 0% means no effect; nearly all actives have a fitted effect of over 60% in size
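After overnight (16 hr) compound treatment at 37 °C, ELG1-luciferase HEK293T cells were lysed with ONE-Glo; luminescence quantified 30 min later at room temperature.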
FLuc modulator – qHTS profiling assay for firefly luciferase inhibitor/activator using purifed enzyme and Km concentrations of substrates (counterscreen for miR-21 project); Potency, µM (top dose mostly 57.5 µM), for the others: at the top dose activity change, negative = inhibition, hits mostly inhibitors; 360,000 compounds, 6.9% hits; AID 588342, 2011; purified FLuc, Km substrates, luminescence inhibition; Luciferin 4-monooxygenase (Photinus pyralis), P08659;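 further: plate controls were vehicle for no effect and reference inhibitor for full effect; nearly all actives have a fitted effect of over 55% in size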
Target sequence (P08659 whole entry, looked up): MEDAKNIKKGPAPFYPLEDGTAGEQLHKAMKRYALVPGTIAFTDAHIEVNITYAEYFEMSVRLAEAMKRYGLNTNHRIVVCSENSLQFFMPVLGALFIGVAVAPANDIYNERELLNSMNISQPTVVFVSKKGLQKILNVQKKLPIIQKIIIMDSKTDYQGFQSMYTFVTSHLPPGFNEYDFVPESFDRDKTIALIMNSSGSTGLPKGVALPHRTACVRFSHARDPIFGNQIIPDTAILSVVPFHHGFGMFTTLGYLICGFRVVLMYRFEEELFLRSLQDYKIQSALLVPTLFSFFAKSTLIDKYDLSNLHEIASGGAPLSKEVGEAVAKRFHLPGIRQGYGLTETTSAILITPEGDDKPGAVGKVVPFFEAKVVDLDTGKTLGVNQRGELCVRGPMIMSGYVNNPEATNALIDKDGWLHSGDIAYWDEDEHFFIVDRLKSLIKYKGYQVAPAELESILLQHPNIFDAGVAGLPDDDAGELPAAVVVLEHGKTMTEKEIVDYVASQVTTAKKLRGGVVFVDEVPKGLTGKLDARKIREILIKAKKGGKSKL
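Purified P. pyralis luciferase, 10 nM final, with Km-level 10 uM D-luciferin and 10 uM ATP in 50 mM Tris acetate pH 7.5, 10 mM Mg acetate, 0.01% Tween-20, 0.05% BSA; 6-point qHTS titration about 60 µM downward; luminescence read.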
p53 reactivation – qHTS assay for re-activators of p53 using a Luc reporter | H1299 p53-A138V BP100-luciferase reporter, luminescence, 24 h | Potency, µM (top dose mostly 92.2 µM), without a hit: top-dose activity change, positive = activation, usual class: activators | 320,000 compounds, 0.063% hits | AID 504706, 2011; further: % of control where 0% means no effect; nearly all actives have a fitted effect of over 45% in size
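H1299 (p53-null), stable ts p53-A138V + BP100-Luc; 1000 cells/well, Opti-MEM/10% FBS; cpd 4 pt, 1:5; 24 h, 37 deg C, 5% CO2; detection reagent 10 min RT; luminescence.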
CXXC DNA block – qHTS Fluorescence Polarization Assay for Inhibitors of MLL CXXC domain - DNA interaction | MLL-CXXC / FITC-HOXA9 DNA fluorescence polarization | Potency, µM (series often up to 115 µM), without a hit: at the top dose activity change, negative = inhibition, hits mostly inhibitors | 290,000 compounds, 0.037% hits; active means well fitted inhibition curve with a large enough effect in the polarisation, with a control signal flat, not every such curve was filed as active; inconclusive means small, poorly fitted or top-dose-only effect, or effect the other way, or a change in a side signal; inactive means no such curve, though single readings can be large or run the other way; the % refers to the polarisation
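Steps: dispense CXXC domain solution (7 uM) → pin compounds or unlabeled HOX-A9 DNA control → 5 min ambient → add FLSN-HOX-A9 solution (50 nM) → spin → 30 min ambient → fluorescence polarization. Tris pH 7.5/NaCl/DTT/BSA buffer.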
* marks the source's active call; other numbers are inactive results; ? = inconclusive; . = no result given; [ ] = dose if it differs, or a comment. Unless noted, the call rests on the fitted dose curve; in most records, active means well fitted curve in the direction sought with a large enough effect; inconclusive means small, poorly fitted or top-dose-only effect, or another doubt; inactive means no such curve, though single readings can be large; an effect the other way counts as inactive or inconclusive. Potency means the concentration at half of the fitted maximal effect. This is a subset; the hit share may differ from the screen's.

SMILES | MBNL1-CUG inh | Gal4-VP16 FLuc | BRCA1 expr up | RORgamma inh | uPA generation | Rab9 promoter act | NPC1 promoter act | ELG1 genotox | FLuc modulator | p53 reactivation | CXXC DNA block
CC(C)(C)c1ccc(-c2n[nH]c(=S)n2/N=C/c2ccncc2)cc1 | -14% | 14µM* | 61% | ? | 4% | 25% | 12% | 2% | 11µM* | 2% | 14%
COc1c(N2CCN(C(=S)Nc3ccccc3F)C(C)C2)c(F)cc2c(=O)c(C(=O)O)cn(C3CC3)c12 (stereo not given) | -9% | 0% | -23% | -5% | -6% | -11% | -24% | -5% | 1% | -2% | 2%
CC(C)N(C1=N/C(=C\c2ccco2)C(=O)N1c1ccccc1)C(C)C | 6% | 14% | -29% | -21% | -4% | -2% | -2% | -5% | 5% | 2% | 1%
COc1cc(C(C2C(=O)CC(C)(C)CC2=O)C2C(=O)CC(C)(C)CC2=O)cc(OC)c1OC | -1% | 0% | -2% | 0% | 6% | -14% | -1% | 2% | -1% | -3% | 3%
O=C(NCCS(=O)(=O)N1CCN(c2ccccc2F)CC1)c1ccc(Br)cc1 | 1% | -16% | 9% | -37% | 3% | -5% | 1% | 3% | 1% | 3% | 29%
OCc1cc(-c2ccccn2)no1 | . | . | 19% | . | 5% | -2% | -8% | 0% | 8% | 1% | .
COc1cc(/C=N/NC(=O)CCC(=O)Nc2ccc(C)cc2)ccc1O | 10% | -1% | -4% | 54% | 1% | 13% | -2% | 0% | -18% | -2% | 8%
CCOC(=O)c1cnc(-n2nc(C)cc2C)nc1N(CC)CC | -1% | 4.5µM* | -12% | 1µM* | . | 1% | -4% | -8% | ? | -8% | -7%
Cc1c(C(=O)N2CCOCC2)sc(NC(=O)Cc2ccccc2)c1C#N | 0% | 2% | -2% | 0% | 0% | -1% | -5% | 1% | 5% | ? | 0%
O=C(NCC1CCCO1)c1onc(CSc2cccc3ccccc23)c1C(=O)O (stereo not given) | 5% | -8% | 1% | 2% | -3% | -9% | 0% | 0% | ? | -4% | -21%
CC(C)NC(=O)NC(=O)COC(=O)c1c2c(nc3ccccc13)CCC2 | 6% | 0% | -43% | 26% | -12% | -2% | -6% | -46%[inhibitor] | 0% | 0% | 18%
COc1ccc(N2Nc3n[nH]c(N)c3N2)cc1 | ? | ? | ? | ? | -6% | ? | 20% | 8% | 27µM* | ? | 1%

Whole records from above:
OCc1cc(-c2ccccn2)no1 in the list: MBNL1-CUG inh = .; Gal4-VP16 FLuc = .; BRCA1 expr up = 19%; RORgamma inh = .; uPA generation = 5%; Rab9 promoter act = -2%; NPC1 promoter act = -8%; ELG1 genotox = 0%; FLuc modulator = 8%; p53 reactivation = 1%; CXXC DNA block = .
COc1ccc(N2Nc3n[nH]c(N)c3N2)cc1 in the list: MBNL1-CUG inh = ?; Gal4-VP16 FLuc = ?; BRCA1 expr up = ?; RORgamma inh = ?; uPA generation = -6%; Rab9 promoter act = ?; NPC1 promoter act = 20%; ELG1 genotox = 8%; FLuc modulator = 27µM*; p53 reactivation = ?; CXXC DNA block = 1%

Remaining list, next part.
SMILES | MBNL1-CUG inh | Gal4-VP16 FLuc | BRCA1 expr up | RORgamma inh | uPA generation | Rab9 promoter act | NPC1 promoter act | ELG1 genotox | FLuc modulator | p53 reactivation | CXXC DNA block
C=CCNc1oc(C2CCCC2)nc1C#N | . | . | -2% | . | -14% | -5% | -3% | 3% | -2% | 24% | .
CCOc1ccccc1NC(=O)C(Sc1nnc2ccccn12)c1ccccc1 (stereo not given) | -16% | -2% | -14% | ? | 6% | -5% | 0% | -3% | 1% | -6% | -4%
CCCCOc1cccc(-c2nnc(N)s2)c1 | -3% | 16% | 81% | 40% | -6% | 9% | 3% | ? | ? | ? | -2%
Cc1ccc2nc(CSc3nc(C)cc(C)c3C#N)[nH]c2c1 | 19% | -6% | 19% | ? | . | ? | 12% | ? | 3.4µM* | ? | 8%
CCCN(CC(=O)Nc1ccc(F)c(F)c1F)C(=O)c1ccc(=O)n(Cc2ccccc2)n1 | . | . | -35% | . | 4% | 1% | -2% | -14% | 1% | -8% | .
CCC1(c2ccccc2)NC(=O)N(CC(=O)Nc2ccc(S(=O)(=O)N3CC(C)CC(C)C3)cc2)C1=O (stereo not given) | . | . | -64% | . | -23% | -5% | 0% | -13% | -1% | -1% | .
CCOC(=O)Nc1ccc(NS(=O)(=O)c2ccc(C)cc2)cc1 | 0% | 0% | -65% | ? | -2% | -10% | -2% | 0% | 0% | -1% | -7%
O=C(CN1C(=O)c2ccc([N+](=O)[O-])cc2C1=O)NCc1ccco1 | ? | 16% | -2% | -19% | . | 0% | -3% | 4% | 4% | 0% | 14%
Cc1cc(C(=O)N/N=C/c2c(C)nn(-c3ccccc3)c2Cl)n[nH]1 | -3% | 8% | 73% | 14% | -2% | ? | 29% | ? | 7.6µM* | 3% | -4%
O=C1OC(c2cccs2)=N/C1=C/c1ccc(-c2cccc(C(=O)O)c2)o1 | ? | 5% | 41% | 6% | 17% | -3% | 3% | ? | 24µM* | 11% | 2%
CCc1nc(SCC(=O)N2CC(=O)Nc3ccccc32)c2c(C)c(C)sc2n1 | -7% | 0% | -83% | -3% | -3% | -2% | 1% | -8% | -15% | -2% | 10%
NS(=O)(=O)c1ccc(CCNS(=O)(=O)c2cccs2)cc1 | 3% | 2% | 0% | 3% | 13% | 1% | 2% | 2% | 3% | 4% | -2%
O=S(=O)(Nc1ccc(Cl)cc1)c1ccc(N2CCOCC2)c(NC(=S)NC2CC2)c1 | -6% | 0% | -29% | 45% | -4% | -2% | -9% | -3% | ? | -4% | 1%
Cn1c(SCC(=O)C(C)(C)C)nnc1-c1ccc(F)cc1 | 0% | 19% | 25% | 21% | 4% | 3% | 2% | 6% | 3% | 2% | 2%
COC(=O)Cc1ccc(NC(=S)NCCSc2ccc(Cl)cc2)cc1 | -8% | ? | -12% | 16µM* | -1% | -4% | -1% | -11% | 3% | -4% | -3%
CC(C)OCCCn1c(-c2ccco2)nc2nc3ccccc3nc21 | ? | 0%[0.365 µM] | 5% | 1% | . | -2% | -2% | -25% | -14% | 7% | 1%
O=C(N/N=C/c1ccc([N+](=O)[O-])cc1)c1cccnc1 | ? | 2% | 11% | ? | -20% | 3% | 2% | 0% | -14% | -8% | -1%
COc1cc(NC(=O)CSc2nnc3n2C(C)(C)Cc2ccccc2-3)cc(OC)c1 | 1% | 0% | 2% | 3% | 5% | 1% | -1% | -12% | 0% | -21% | 3%
Cn1c(=O)n(Cc2ccccc2Cl)c(=O)c2c1[nH]c(=S)n2C | -7% | 1% | -13% | 0% | 2% | 1% | 0% | 0% | ? | -1% | ?
O=C(COC(=O)CC1SC(N2CCCC2)=NC1=O)Nc1c(F)c(F)c(F)c(F)c1F (stereo not given) | . | . | 6% | . | ? | -6% | -2% | 2% | . | -3% | .
N#Cc1ccc(N/N=C/c2cn(-c3ccccc3)nc2-c2ccccc2)c([N+](=O)[O-])c1 | . | -8% | -20% | 11%[10 µM] | -2% | -33%[inhibitor] | -16% | ? | -7% | -2% | 10%
C=CCNC(=O)C1CCN(S(=O)(=O)c2ccccc2)CC1 | -5% | -3% | 0% | 42% | -2% | -7% | 1% | -4% | 5% | -11% | -1%
COC(=O)C(O)(CC(=O)Nc1ccc(Cl)cc1F)C(F)(F)F (stereo not given) | -8% | 9% | 16% | -18% | -6% | -5% | 0% | 1% | 8% | -5% | 5%
CC1CCCCN1C(=O)C12CCC(C)(C(=O)C1)C2(C)C (stereo not given) | -2% | 1% | -19% | 9% | 4% | 1% | 0% | -2% | -1% | 12% | -2%
Clc1cccc(Nc2nc(-c3ccncc3)cs2)c1 | 1% | -6% | -59% | 0% | -4% | -2% | -5% | -2% | -3% | 4% | 1%

Structures listed above printed as active in RORgamma inh:
compound	BRCA1 expr up	RORgamma inh	uPA generation	Rab9 promoter act	NPC1 promoter act	p53 reactivation	CXXC DNA block
CCOC(=O)c1cnc(-n2nc(C)cc2C)nc1N(CC)CC	-12%	1µM*	.	1%	-4%	-8%	-7%
COC(=O)Cc1ccc(NC(=S)NCCSc2ccc(Cl)cc2)cc1	-12%	16µM*	-1%	-4%	-1%	-4%	-3%
